# Yeast growth inh = reduces growth of yeast BB579 in restrictive medium. S. cerevisiae BB579 growth, OD615, 48 h. inhibition, % at 10 µM. 140,000 tested, 0.51% active. AID 804;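 active = inhibition above a set limit, 3 SD over the mean compound inhibition, cut at about 44% in these data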; note: inactives centre near -24
#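 Material: Saccharomyces cerevisiae DeaD strain BB579, replicative lifespan model yeast; buffer or medium: CSMM-D restrictive synthetic medium containing dextrose (glucose); compound: 10 µM single dose, DMSO 0.25%; timing: 48 h compound exposure at 30 °C after 4 h preincubation; signal: turbidity as optical density at 615 nm; benchmarks: positive control amphotericin B 10 µg/mL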
# HCT116 bCat-KO = beta-catenin-lacking colon tumor cell growth suppression; HCT116 beta-catenin knockout viability, CellTiter-Glo, 60 h; active compounds read low; viability, % at 10 µM; 140,000 tested, 1.5% active;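 active = viability at or under a set limit, the compound median less 4 SD, cut at about 6% in these data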;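 note: 0% = Hyamine 1622 control at 20 µM and 100% = untreated cell control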
# PTEN del growth = growth suppressors of cells with PTEN tumor suppressor deletion. HCT116 PTEN-null viability, CellTiter-Glo, 60 h; active compounds read low. viability, % at 10 µM. 140,000 tested, 1.2% active. AID 827;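 active = viability at or below a set limit, 4 SD under the median of all tested compounds, cut at about 3.7% in these data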;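 note: PTEN knockout HCT116 line with beta catenin targeted HCT116 as companion control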
# Yeast life ext = yeast lifespan extension; S. cerevisiae growth with nicotinamide, OD615; deaD strain in restrictive glucose medium; inhibition of the nicotinamide effect, % at 10 µM; 130,000 tested, 0.68% active; AID 775;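 active = inhibition above a set limit, placed 3 SD over the median of all compounds, cut at about 26% in these data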;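 note: 0% = nicotinamide-treated wells and 100% = cells grown without nicotinamide; some compounds called inactive have numbers as strong as hits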
#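 Assay system: engineered S. cerevisiae DeaD replicative-lifespan strain, galactose-grown log-phase cells; medium: restrictive CSMM-D dextrose medium; also added: nicotinamide, 1.5 mM, co-present with compound; schedule: 48 h compound exposure at 30 °C, humidified; detection: absorbance at 615 nm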
# Measles CPE = protection of cells from measles virus; protection (pct of control), % at 4 µM; Measles virus-infected cells, CPE protection, absorbance; 140,000 tested, 1.5% active; AID 841; in the data active = protection mostly above about 24%, no sharp cut-off; inactive = mostly below about 26%; note: some compounds called inactive have numbers as strong as hits
# NPY Y2 blocker = antagonists of human neuropeptide Y receptor Y2; 140,000 tested, 0.99% active; NPY-Y2 expressing cells, antagonist mode; P49146; inhibition, % at 2.7 µM; in the data active = inhibition above about 17%;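 note: 0% = vehicle with agonist challenge and 100% = reference antagonist with challenge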
# Target sequence (P49146 whole entry, looked up): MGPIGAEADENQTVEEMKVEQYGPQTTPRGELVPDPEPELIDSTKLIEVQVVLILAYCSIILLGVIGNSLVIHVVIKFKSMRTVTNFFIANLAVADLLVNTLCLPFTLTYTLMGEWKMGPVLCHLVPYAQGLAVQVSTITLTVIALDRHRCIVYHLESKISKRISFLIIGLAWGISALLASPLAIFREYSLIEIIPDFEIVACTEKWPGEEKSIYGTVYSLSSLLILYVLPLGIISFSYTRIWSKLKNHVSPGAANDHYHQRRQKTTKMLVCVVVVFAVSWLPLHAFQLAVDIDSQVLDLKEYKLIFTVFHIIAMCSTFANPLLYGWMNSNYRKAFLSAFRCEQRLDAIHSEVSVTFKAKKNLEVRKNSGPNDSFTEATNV
# E-sel TNF inh = TNF alpha driven E-selectin expression inhibition | HUVEC TNFa-induced E-selectin immunofluorescence, high content | inhibition, % at 2 µM | 120,000 tested, 0.71% active | AID 1246;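 active = inhibition above the batch mean plus 3 SD, and confirmed as a hit on visual image review, cut at about 43% in these data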;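 note: 0% = TNF-stimulated DMSO wells and 100% = unstimulated control wells; not every result past the cut was called active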
# GALR2 blocker = antagonists of human galanin receptor 2 (GALR2). O43603. inhibition, % at 4 µM. GALR2-expressing cells, antagonist mode. 140,000 tested, 0.39% active; in the data active = inhibition above about 27%;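 note: cells stimulated with galanin 1-16 at roughly its EC80; 0% = agonist challenge control and 100% = basal control without agonist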
# Target sequence (O43603 whole entry, looked up): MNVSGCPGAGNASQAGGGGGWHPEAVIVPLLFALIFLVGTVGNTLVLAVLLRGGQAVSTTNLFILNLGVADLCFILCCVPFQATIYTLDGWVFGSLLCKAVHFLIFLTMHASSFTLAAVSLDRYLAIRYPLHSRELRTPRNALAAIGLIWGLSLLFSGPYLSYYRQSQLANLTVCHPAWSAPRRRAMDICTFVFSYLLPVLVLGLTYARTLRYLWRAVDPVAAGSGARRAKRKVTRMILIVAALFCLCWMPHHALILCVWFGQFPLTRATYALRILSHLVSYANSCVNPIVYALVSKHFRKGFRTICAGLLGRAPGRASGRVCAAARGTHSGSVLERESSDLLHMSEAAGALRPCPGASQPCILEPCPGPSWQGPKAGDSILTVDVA
# MRP-1 activ = activates MRP-1 | viability increase, % at 10 µM | H69AR cells + doxorubicin, viability rescue, CellTiter-Glo | 140,000 tested, 0.61% active | AID 799;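 active = viability gain under doxorubicin at or above a set limit, the compound median plus 3 SD, cut at about 4.7% in these data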;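 note: MRP-1 overexpressing cells given doxorubicin 25 µM after compound pretreatment; 18-22 h compound pretreatment then 72 h with doxorubicin before readout; 0% = doxorubicin-only wells and 100% = vehicle-treated cells without doxorubicin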
# Phagocyt inh = inhibitors of macrophage phagocytosis; inhibition, % at 5 µM; AID 1029; J774A.1 macrophage IgG-bead phagocytosis, imaging; 110,000 tested, 0.07% active;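 active = inhibition above the mean of the plate negative controls plus 5 SD, cut at about 13% in these data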;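 note: phagocytic index as fraction of beads internalized from green versus red external bead signal; plate controls were DMSO negative control for no effect and cytochalasin-D positive control for full effect; some results beyond the cut were filed as inactive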
# * hit, by the source's call; . = not tested or not shown. Random draw from the library (roughly 6.3% active in at least one column).
SMILES,Yeast growth inh,HCT116 bCat-KO,PTEN del growth,Yeast life ext,Measles CPE,NPY Y2 blocker,E-sel TNF inh,GALR2 blocker,MRP-1 activ,Phagocyt inh
N#CC1=C(N)Oc2cc(Nc3ccccc3)ccc2C1c1ccncc1 (centres undefined),-52,17,22,-9,2,1,54*,14,-0.3,.
COC(=O)c1cn(-c2ccccc2)nc1C(=O)OC,-11,88,95,-15,16,0,-7,-1,0.3,0
CCC(=O)Nc1nnc(SCC(=O)c2ccc3c(c2)Cc2ccccc2-3)s1,-21,107,95,-9,8,1,-2,-8,-0.9,.
Cc1c(/C=N/NC(N)=O)c2ccccn2c1C(=O)c1ccc(F)cc1,3,86,85,-5,8,2,.,3,-2.4,.
CCCCNC(=O)c1c[nH]c2ccc(S(=O)(=O)Nc3ccc(OCC)cc3)cc2c1=O,-18,76,59,24,8,-3,-17,12,-2.0,.
O=C(O)C(O)c1ccco1 (centres undefined),0,99,100,16,6,-2,12,-3,-2.2,-5
COc1ccc(N(C)S(=O)(=O)c2cccc(C(=O)OC(C(=O)Nc3cc(C)cc(C)c3)c3ccccc3)c2)cc1 (centres undefined),-14,77,77,2,22,1,.,13,-0.7,4
O=C(Nc1ccc2nc(-c3ccco3)c(-c3ccco3)nc2c1)N1CCN(c2ccccn2)CC1,-37,74,75,7,3,2,7,15,-2.1,1
CC1(C(=O)c2ccccc2)C2c3c(ccc4ccccc34)OC(=O)C21C(=O)N1CCOCC1 (centres undefined),-44,96,90,30,6,3,17,6,-1.0,-2
O=C(CSCc1c(Cl)cccc1Cl)NN1C(=O)c2ccccc2C1=O,-16,82,84,-5,2,7,-46,-7,-3.1,-4
Cc1ccc2nc(S(=O)(=O)O)[nH]c2c1,-12,91,101,-7,16,1,-30,1,0.5,-1
N#Cc1c(N)c(C(=O)c2ccc(Br)cc2)n2c1CCC2,1,97,85,-7,6,3,.,3,-3.3,-1
CCSc1nnnn1-c1ccccc1,-11,92,96,-21,12,3,5,-5,-0.1,0
COc1cccc(CN2CC(O)=C(c3nc(-c4ccc(Cl)cc4)cs3)C2=N)c1,-43,92,88,1,4,1,12,-2,-3.2,-1
COC(=O)c1c(NC(C)=O)sc2c1CCCCC2,-5,97,98,4,26,1,.,5,-1.5,.
Clc1ccc(-c2ccc(/C=N/Nc3nncc(-c4ccccc4)n3)o2)cc1,-36,46,26,-10,2,1,-1,2,-4.5,0
CC1=C(C(N)=O)C(c2cccnc2)n2nc(SCc3ccccc3Cl)nc2N1 (centres undefined),-2,89,92,.,8,4,-10,-4,-2.2,.
COc1ccccc1N(C(=O)CNS(=O)(=O)c1ccccc1)C(C(=O)NCc1ccco1)C(C)C (centres undefined),-27,91,95,-4,5,8,-7,3,-3.0,2
O=C(CCCCCN1C(=O)CCC1=O)Nc1ccc(Cl)c(C(F)(F)F)c1,-11,82,73,-10,5,3,38,-21,-1.7,.
Cn1ccnc1SCC(=O)Nc1ccc2ccccc2c1,-11,97,103,-13,0,4,-17,-5,0.4,-1
Cc1cc(OCCCn2ccnc2)cc(C)c1Cl,-29,91,85,-14,3,2,5,-6,-0.2,-1
CCC(=O)c1cc(-c2nc3ccccc3n2C)n(C)c1,-42,98,112,-15,8,1,-5,-5,0.6,-1
Cc1ccccc1Nc1ncnc2c1cnn2-c1ccccc1,1,90,87,-12,18,5,18,21,-0.7,-2
COc1ccc2c(c1)C1CC(C)(NC(=O)C1S(=O)(=O)c1ccc(F)cc1)O2 (centres undefined),-17,86,85,2,69*,-1,77*,-4,-3.3,-8
COCCN1C(=O)C(CC(=O)Nc2ccc(C(C)=O)cc2)SC1=Nc1ccccc1 (centres undefined),-28,89,81,-16,5,-3,9,-6,-1.3,0
Cc1cc(C)n(-c2nc3c(c(=O)[nH]c(=O)n3C)n2Cc2cccc(Br)c2)n1,-16,90,88,-2,37,4,-12,-2,-0.2,2
COc1cccc(C(=O)Nc2ncc3c(n2)CC(c2ccc(OC)cc2OC)CC3=O)c1 (centres undefined),-49,20,16,-14,15,9,9,-4,-0.7,0
O=C(Cc1cccc2ccccc12)N/N=C/c1ccc(Sc2nc3ccccc3s2)o1,-78,71,51,-18,17,0,-53,-13,-4.2,.
COc1ccc(CCN2C(=O)CC(N3CCOCC3)C2=O)cc1 (centres undefined),-36,92,101,-3,32,2,-25,-21,-0.1,.
Cc1nn(C)c(C)c1NC(=O)CN1CCC(O)(c2ccc3c(c2)OCO3)CC1,21,95,92,0,8,3,0,-4,-0.7,2
O=C(NCCCn1ccnc1)Nc1ccc(Cl)cc1,-20,55,87,-31,12,-1,7,2,-1.5,0
CCOC(=O)N1CCN(C(=O)CN(c2cccc(C(F)(F)F)c2)S(C)(=O)=O)CC1,-20,95,95,-8,5,3,.,8,-2.6,0
COCC(=O)NNS(=O)(=O)c1ccccc1[N+](=O)[O-],-10,96,99,1,20,1,.,10,-2.8,-11
CC(=O)CCS(=O)(=O)c1ccc(NC(C)=O)cc1,-42,102,107,-8,23,4,22,13,-1.0,-1
CCCc1cc(=O)oc2cc(OCc3ccc(OC)cc3)c(Cl)cc12,-47,95,90,-1,8,5,34,-9,1.1,-10
Cc1cc(C)c(S(=O)(=O)Nc2ccc(-c3cn4ccccc4n3)cc2)c(C)c1,-39,95,93,-2,14,8,0,9,0.7,-1
COc1cc(OC)c(N(C)S(=O)(=O)c2cccc(C(=O)OCC(=O)c3c[nH]c4ccccc34)c2)cc1Cl,-38,43,42,2,26,-2,21,6,-2.7,-5
COc1ccc(C/C(N)=N/OC(=O)C(c2ccccc2)c2ccccc2)cc1OC,-20,83,87,0,27,5,34,-1,-5.6,-3
Cn1cnnc1SCC(=O)Nc1ccc2nc(SCc3ccccc3F)sc2c1,-40,85,95,-11,20,1,6,-16,-0.9,0
CC(C)(C)c1ccc(C(=O)N2CCCCCC2=O)cc1,-9,82,94,.,6,3,16,8,1.7,.
Cc1nc2ccc(NC(=O)N3CCSCC3)cc2nc1C,-47,100,104,-9,10,3,8,6,0.8,-2
CS(=O)(=O)N(CC(=O)Nc1ccccc1Sc1ccccc1)C1CCCCC1,-13,73,.,0,5,1,37,-16,-1.6,1
O=C(CN1C(=O)C2CC=C(Cl)CC2C1=O)NCc1ccccc1 (centres undefined),4,91,95,-6,5,4,-3,13,-1.1,0
Cc1cc(Nc2ccccc2)n(C(=O)c2ccc(N)cc2)n1,-5,86,84,.,4,-2,2,-4,0.1,.
Clc1ccc2[nH]c(-c3ccccc3)cc2c1,-21,47,59,-4,6,1,2,18,-5.6,-5
CN1C(=O)C2(C(C#N)=C(N)Oc3c2oc(CO)cc3=O)c2ccccc21 (centres undefined),-13,84,90,-6,16,1,-1,-4,-0.3,1
C(=C\c1nnc2c3ccccc3ncn12)/c1ccccc1,-22,27,28,-4,8,7,.,25,-3.2,9
O=c1c2ccccc2nc2n1C(CSc1ccc(Br)cc1)CN2 (centres undefined),-1,75,76,-11,13,0,-13,-7,-1.7,.
CCN(CC)C(=O)c1ccc(Nc2nnc(C)c3ccccc23)cc1,-32,90,85,.,6,-1,3,10,-3.8,.
COc1ccc(C(=O)N/N=C2/SCC(=O)N2Cc2ccc3c(c2)OCO3)cc1OC,-67,111,119,-1,22,-1,9,-6,-0.7,.
O=C(Nc1nc(-c2ccccc2)cs1)C1CCCN(S(=O)(=O)c2ccccc2)C1 (centres undefined),-24,14,18,-19,35,0,.,-2,-3.5,0
O=C(O)c1ccc(Cl)c(NC(=O)C2CCCN2S(=O)(=O)c2cccc3nsnc23)c1 (centres undefined),-6,81,86,-10,17,2,.,-6,-0.1,-2
CC(NC(=O)C(=O)NCCC1=CCCCC1)c1ccccc1 (centres undefined),-2,80,68,1,8,2,.,2,3.7,3
O=S(=O)(Nc1ccc2nc(-c3ccco3)[nH]c2c1)c1ccccc1,-38,78,80,-10,17,5,1,8,-2.6,1
Cc1csc(NC(=O)CSc2ncnc3c2cnn3-c2ccccc2Cl)n1,-12,34,40,-11,8,-2,8,1,-4.9,0
CC(C)C(=O)N(Cc1cc2ccccc2[nH]c1=O)C(C)(C)C,-33,85,103,-3,12,0,.,-1,-0.6,0
CCSC1=C(C#N)C(c2ccccc2C)CC(=O)N1 (centres undefined),-24,97,105,-10,3,1,-1,10,0.0,-3
Cc1cccc(C)c1NC(=O)C(c1cccs1)N(Cc1ccco1)C(=O)Cn1nnc2ccccc21 (centres undefined),-49,82,87,-1,3,10,-23,8,-1.5,-1
CSC1=N/C(=C\c2ccc(C)cc2)C(=O)S1,-42,100,99,-22,4,5,6,8,-3.3,.
CCC(c1nnnn1Cc1ccco1)N1CCC(C(N)=O)CC1 (centres undefined),7,103,109,-30,22,2,-14,3,-1.7,0

# Later entries
SMILES,Yeast growth inh,HCT116 bCat-KO,PTEN del growth,Yeast life ext,Measles CPE,NPY Y2 blocker,E-sel TNF inh,GALR2 blocker,MRP-1 activ,Phagocyt inh
COC(=O)C(CC(=O)Nc1cc(C)ccc1C)Nc1ccccc1OC (centres undefined),13,96,86,1,23,2,-17,3,-3.8,0
COc1ccc(Cn2nnnc2C(c2ccccc2OC)N2CCC(C(N)=O)CC2)cc1 (centres undefined),-53,108,101,-13,10,11,-22,5,-1.1,-1
O=C(Cc1ccc(-n2cccc2)cc1)NC1CCCCC1,-30,85,92,-3,6,-2,.,-5,2.0,-3
O=c1nc2n(c3c1oc1ccccc13)Cc1ccccc1-2,-3,33,34,-14,3,0,-28,0,-1.0,-1
Cc1cccc(NC(=O)CN2C(=S)NC(C)(C)CC2C)c1C (centres undefined),-10,93,99,-3,34,1,-6,0,-1.3,-10
CCOC(=O)c1sc(NC(=O)CSc2nnnn2-c2ccc(C)cc2C)nc1C,-12,94,88,-4,3,1,5,-2,-2.9,1
Cc1ccc2[nH]c(C)c(/C=N/Nc3nc4ccccc4s3)c2c1,-68,1.6*,1.1*,-17,3,-5,-2,15,-6.4,.
Cc1sc2nc(NCCO)[nH]c(=O)c2c1C,8,85,84,-10,2,3,6,4,-1.0,0
CC1(NC(=O)C23CC4CC(CC(C4)C2)C3)CCS(=O)(=O)C1 (centres undefined),3,95,41,-4,5,-2,16,-2,-1.3,-2

# Random excerpt: 4 records from the list
SMILES,Yeast growth inh,HCT116 bCat-KO,PTEN del growth,Yeast life ext,Measles CPE,NPY Y2 blocker,E-sel TNF inh,GALR2 blocker,MRP-1 activ,Phagocyt inh
CC1(C(=O)c2ccccc2)C2c3c(ccc4ccccc34)OC(=O)C21C(=O)N1CCOCC1 (centres undefined),-44,96,90,30,6,3,17,6,-1.0,-2
COc1ccc(C/C(N)=N/OC(=O)C(c2ccccc2)c2ccccc2)cc1OC,-20,83,87,0,27,5,34,-1,-5.6,-3
COc1ccccc1N(C(=O)CNS(=O)(=O)c1ccccc1)C(C(=O)NCc1ccco1)C(C)C (centres undefined),-27,91,95,-4,5,8,-7,3,-3.0,2
CCSC1=C(C#N)C(c2ccccc2C)CC(=O)N1 (centres undefined),-24,97,105,-10,3,1,-1,10,0.0,-3

# Bioassay records (PubChem BioAssay)
